TDP1 inh: inhibitors of human tyrosyl-DNA phosphodiesterase TDP1; recombinant TDP1, AlphaScreen DNA substrate cleavage; actives 0.28% (n = 350,000); Potency, µM (titrated, usually from 130 µM), inactives show at the top dose activity change, negative = inhibition, usual class: inhibitors; note: nearly all actives have a fitted effect of over 40% in size
Target sequence (Q9NUW8 whole entry, looked up): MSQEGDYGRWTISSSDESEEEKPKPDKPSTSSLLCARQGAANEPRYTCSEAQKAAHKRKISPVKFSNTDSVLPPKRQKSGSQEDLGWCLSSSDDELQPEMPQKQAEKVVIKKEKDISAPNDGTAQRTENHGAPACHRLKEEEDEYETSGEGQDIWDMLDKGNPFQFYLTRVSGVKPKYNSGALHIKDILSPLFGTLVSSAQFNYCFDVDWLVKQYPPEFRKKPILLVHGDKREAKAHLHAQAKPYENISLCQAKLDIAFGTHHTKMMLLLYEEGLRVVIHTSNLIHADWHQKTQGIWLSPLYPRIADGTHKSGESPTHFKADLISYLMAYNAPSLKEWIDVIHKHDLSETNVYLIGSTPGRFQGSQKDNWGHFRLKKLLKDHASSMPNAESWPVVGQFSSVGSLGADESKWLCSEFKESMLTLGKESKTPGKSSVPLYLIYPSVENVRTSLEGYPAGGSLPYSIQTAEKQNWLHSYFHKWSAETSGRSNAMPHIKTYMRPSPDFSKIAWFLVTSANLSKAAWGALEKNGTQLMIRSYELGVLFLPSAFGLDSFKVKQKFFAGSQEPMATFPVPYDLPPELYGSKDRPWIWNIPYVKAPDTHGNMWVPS
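Signal: AlphaScreen proximity between streptavidin donor and anti-FITC acceptor beads on intact substrate. Reaction: Tdp1 1 nM, substrate 15 nM final, 5 min RT after 15 min compound preincubation.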
DT40 TDP1 CPT: DT40-hTDP1 cell growth loss with CPT; Potency, µM (highest dose often 46.2 µM), for inactives: at the top dose activity change, negative = growth inhibition, actives largely listed as inhibitors; chicken DT40 Tdp1-/-;hTDP1 cells + 20 nM CPT, ATP luminescence, 48 h; actives 12% (n = 420,000); note: nearly all actives have a fitted effect of over 55% in size
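Chicken DT40 Tdp1-/- cells stably complemented with human TDP1 were seeded at 400 cells/well in medium containing 20 nM camptothecin, exposed to pin-transferred compounds, and grown at 37 °C for at least 48 hr. Viability was read as ATP luminescence.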
TDP1 cell noCPT: qHTS for Inhibitors of human tyrosyl-DNA phosphodiesterase 1 (TDP1): qHTS in cells in absence of CPT | DT40 Tdp1-/- hTDP1 cells, no CPT, ATP luminescence, 48 h | Potency, µM (titrated, usually from 46.2 µM), inactives show at the top dose activity change, negative = growth inhibition, actives largely listed as inhibitors | actives 15% (n = 420,000) | AID 686978, 2013; note: nearly all actives have a fitted effect of over 55% in size
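Stably hTDP1-transfected Tdp1-null chicken DT40 cells were treated with library compounds minus camptothecin and grown for at least 48 hr at 37 °C, after which cellular ATP was quantified by luminescence.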
* hit, by the source's call; ? = inconclusive; . = no result given; & = joins results of further samples; [ ] = another dose, or the depositor's remark. Calls come from the whole dose curve; as a rule, active = well fitted curve in the direction sought with a large enough effect; inconclusive = small, poorly fitted or top-dose-only effect, or another doubt; inactive = no such curve, though single readings can be large; an effect the other way counts as inactive or inconclusive. % is set by controls: 0 for no effect and ±100 for the full control effect; potency is the fitted concentration of half-maximal effect. An unsorted share of the library; overall some 18% were active at least once.

The first five compounds, ahead of the listing:
SMILES | TDP1 inh | DT40 TDP1 CPT | TDP1 cell noCPT
CCOC(=O)c1sc(Nc2nc3cc4c(cc3s2)OCO4)cc1C | 6% | -1% | -15%
CSc1nc(=S)n(Cc2ccccc2)c(C)c1C(C)=O | -3% | -29% | -22%
Cc1cc(C)nc(N(C#N)CC(=O)N(c2ccccc2)C(C)C)n1 | 4% | ? | ?
COc1cc2c(cc1OC)C(COc1ccccc1OC)N(C(=O)COc1ccc(Cl)cc1)CC2 (stereo not given) | 5% | 18µM* | 23µM*
CC1CC(C)CN(S(=O)(=O)c2ccc3c(c2)C(C)(C)C(=O)N3C)C1 (stereo not given) | 3% | ? | 0%

Main list, from the first entry:
SMILES | TDP1 inh | DT40 TDP1 CPT | TDP1 cell noCPT
CCOC(=O)c1sc(Nc2nc3cc4c(cc3s2)OCO4)cc1C | 6% | -1% | -15%
CSc1nc(=S)n(Cc2ccccc2)c(C)c1C(C)=O | -3% | -29% | -22%
Cc1cc(C)nc(N(C#N)CC(=O)N(c2ccccc2)C(C)C)n1 | 4% | ? | ?
COc1cc2c(cc1OC)C(COc1ccccc1OC)N(C(=O)COc1ccc(Cl)cc1)CC2 (stereo not given) | 5% | 18µM* | 23µM*
CC1CC(C)CN(S(=O)(=O)c2ccc3c(c2)C(C)(C)C(=O)N3C)C1 (stereo not given) | 3% | ? | 0%
CCCn1nnnc1NCc1ccc(Cl)cc1Cl | . | 1% | ?
Cc1ccc(OCCC(=O)N2CCN(c3ccc(O)cc3)CC2)cc1 | . | ? | 16µM*
CCC(=O)Nc1ccccc1-c1nc2ccccc2n(CC(=O)c2ccc(C)c(C)c2)c1=O | 6% | ? | ?
CCOc1ccc2oc(=O)cc(CN3CCN(C(=O)c4cccc(F)c4)CC3)c2c1 | 2% | ? | ?
Cc1ccccc1C(=O)NC(=S)Nc1ccccc1C(=O)O | -5% | -13% | -6%
Cc1ccc(-c2nnc(SCc3nc4ccccc4[nH]3)n2Cc2ccco2)cc1 | 9% | ? | ?
Cc1cc(-c2cccs2)nc(-n2cccc2)n1 | -1% | -9% | -17%
Cc1cccc(N(C)c2nc3ccc(C)cc3n3nnnc23)c1 | -6% | ? | ?
COCCNc1oc(/C=C/c2cccs2)nc1S(=O)(=O)c1ccccc1 | . | ? | ?
CCOc1ccc(NC(=O)COn2nnc3ccc(S(=O)(=O)N4CCOCC4)cc32)cc1 | 5% | ? | ?
COc1ccc(NS(=O)(=O)c2ccc(C)c(C(=O)NC3CCN(Cc4ccccc4)CC3)c2)cc1 | 1% | 16µM* | ?
O=C(/C=C/c1cccc(F)c1)Nc1nccs1 | 5% | 2% | -29%
COc1ccc(OC(=O)COc2ccc(Cl)cc2)cc1 | 0% | -14% | -13%
O=C(N/N=C/c1ccc(Br)o1)/C(=C/c1ccc([N+](=O)[O-])cc1)NC(=O)c1ccccc1 | 3% | -29% | -27%
CCN(CC)c1ccc(/C=N/N2C(=O)c3ccccc3C2=O)cc1 | 7% | -12% | -31%
O=C(Nc1cccc(NC(=O)c2ccc(-c3cccc(Br)c3)o2)c1)c1ccco1 | 4% | 16µM* | 11µM*
COc1cccc(-c2ccc(C#N)c(OC(=O)c3ccc(Cl)cc3)n2)c1 | 3% | -11% | -10%
CC1(C(=O)NCCc2ccccc2)Cc2c(-c3cccc(C(F)(F)F)c3)ccnc2O1 (stereo not given) | . | ? | ?
O=C(COC(=O)C1C2CC3OC(=O)C1C3C2)Nc1ccc(Br)cc1 (stereo not given) | 2%[0.0935 µM] | -4% | -5%
C[C@@H](CSc1ccccc1)CN1CC[C@H](O)CCC1=O | . | ? | -9%&-26%

Copied from the list:
CCCn1nnnc1NCc1ccc(Cl)cc1Cl in DT40 TDP1 CPT is listed with 1%
COc1ccc(OC(=O)COc2ccc(Cl)cc2)cc1 in TDP1 inh is listed with 0%
O=C(N/N=C/c1ccc(Br)o1)/C(=C/c1ccc([N+](=O)[O-])cc1)NC(=O)c1ccccc1 in TDP1 inh is listed with 3%
Cc1cccc(N(C)c2nc3ccc(C)cc3n3nnnc23)c1 in TDP1 inh is listed with -6%
COc1cc2c(cc1OC)C(COc1ccccc1OC)N(C(=O)COc1ccc(Cl)cc1)CC2 (stereo not given) in DT40 TDP1 CPT is listed with 18µM*
CCN(CC)c1ccc(/C=N/N2C(=O)c3ccccc3C2=O)cc1 in TDP1 inh is listed with 7%
C[C@@H](CSc1ccccc1)CN1CC[C@H](O)CCC1=O in TDP1 cell noCPT is listed with -9%&-26%

The listing picks up, starting two compounds before the break.
SMILES | TDP1 inh | DT40 TDP1 CPT | TDP1 cell noCPT
O=C(COC(=O)C1C2CC3OC(=O)C1C3C2)Nc1ccc(Br)cc1 (stereo not given) | 2%[0.0935 µM] | -4% | -5%
C[C@@H](CSc1ccccc1)CN1CC[C@H](O)CCC1=O | . | ? | -9%&-26%
COc1ccccc1Cn1c(=S)[nH]c2ccc(F)cc2c1=O | . | -13% | -17%
C/C(=N\Nc1nc2ccccc2nc1C)c1ccccc1O | 5% | 0.13µM* | 0.092µM*
COC(=O)c1c(NC(C)=O)sc2c1CCCCC2 | 8% | -3% | -4%
Cc1cc(C)cc(NC(=O)Nc2c(Br)cnn2C)c1 | . | -17% | ?
N#Cc1c(-n2ncnc2-c2ccc(Br)cc2)sc2c1CCCCC2 | 5%[12.3 µM] | ? | ?
Clc1ccc(N=C2SCC3CCCCN23)cc1 (stereo not given) | -12% | -20% | -26%
CC/C(=N\NC(=O)c1ccoc1C)c1ccc(C)o1 | -13% | 2% | -16%
COc1ccc2nc(NNC(=O)C3COc4ccccc4O3)sc2c1 (stereo not given) | 8% | ? | ?
O=C(CN1CCN(S(=O)(=O)c2ccccc2[N+](=O)[O-])CC1)NC(=O)NCc1ccco1 | -3% | -19% | -4%
Cc1nn(C)cc1S(=O)(=O)N1CCCC(C(=O)O)C1 (stereo not given) | 6% | 15% | 3%
C/C(Cl)=C\COc1cc(C)nc2c(Br)cccc12 | -3% | -2% | 29µM*
Cn1c(SCC(=O)Nc2ccc3c(c2)n(C)c(=O)n3C)nnc1-c1ccncc1 | . | -2% | 1%
CCN(C(=O)c1c(C)cc(=O)oc1C)c1ccc2c(c1)OCO2 | -1% | -5% | -16%
Cc1ccc2cc(CN(CC(C)C)C(=O)C3CCCO3)c(=O)[nH]c2c1 (stereo not given) | 3% | -23% | -10%
CCOc1ccccc1CNC(=O)c1ccc(CS(=O)Cc2cccc(Cl)c2)o1 (stereo not given) | 3% | ? | 21µM*
COCCNc1nc(-c2ccccc2OC)nc2ccccc12 | . | ? | ?
Cc1c(C(c2ccc([N+](=O)[O-])cc2)c2c(C)n(C)n(-c3ccccc3)c2=O)c(=O)n(-c2ccccc2)n1C | 4% | -18% | -29%
Cc1ccc(C)c(C(=O)CCC(=O)NNC(=O)Cn2nc(C)cc2C)c1 | . | ? | 2.1µM*
C[N+](C)(C)c1ccc(/C=C/c2ccnc3ccccc23)cc1 | . | 0.79µM* | 0.63µM*
CC(C)[N+]1(C)[C@@H]2CC[C@H]1CC(OC(=O)[C@@H](CO)c1ccccc1)C2 (stereo not given in full) | 12%&5%[56.1 µM] | 5% | 0%
CN(C)S(=O)(=O)c1ccc(N2CCCC2)c(C(=O)NNC(=O)c2ccc(F)cc2)c1 | -1% | -14% | ?
COc1ccc(OC)c(S(=O)(=O)NC2CCSc3ccccc32)c1 (stereo not given) | 3% | -7% | -21%
Cc1ccc(C(=O)O)cc1S(=O)(=O)N1CCSCC1 | 0% | -30% | 12%
O=C(Nc1ccc(NC(=O)C2CC2)cn1)c1ccccc1 | 2% | -5% | -17%
Cc1cccc(NC(=O)c2ccccc2OCC(=O)c2ccccc2)c1 | 3% | ? | 16µM*
SMILES | TDP1 inh | DT40 TDP1 CPT | TDP1 cell noCPT
Cc1cc(C(=O)OCC(=O)N2CCN(c3ccccc3)CC2)c2ccccc2n1 | 6% | ? | ?
Cc1cc(C)cc(NS(=O)(=O)c2ccc3[nH]cc(C(=O)N4CCCCC4)c(=O)c3c2)c1 | -2% | 2% | -20%
NS(=O)(=O)c1ccc(NC(=O)Nc2ccccc2)cc1 | . | 1% | -16%
O=C(NCCCN1CCN(c2ccc(F)cc2)CC1)Nc1ccc(Cl)cc1 | 0%[12.3 µM] | 21µM* | 18µM*
Cc1cccc(N2C(=O)CC(NNc3nc4ccccc4s3)C2=O)c1 (stereo not given) | 3% | -2% | 0%
Cc1ccc(N(CC(=O)N2CCCC2)S(C)(=O)=O)cc1C | 4% | 6% | -4%
O=C(OCc1nc2ccsc2c(=O)[nH]1)c1ccccc1 | -10% | ? | -35%
O=C(COC(=O)c1ccc[nH]c1=O)Nc1ccc2c(c1)OC(F)(F)O2 | -6% | 2% | 8%
CCn1c2ccccc2c2nnc(SCC(=O)OCN3C(=O)c4ccccc4C3=O)nc21 | -2% | 3% | 0%
COc1ccc(OC)c(-c2cc(C(=O)NCc3cccs3)no2)c1 | -10%[56.1 µM] | 21µM* | ?
O=C(/C=C/c1ccco1)OCC(=O)c1ccc(OC(F)F)cc1 | -3% | -5% | 1%
CCC1CCCCN1C(=O)c1cc(S(=O)(=O)N2CCOCC2)ccc1C (stereo not given) | 0% | ? | ?
Cc1noc(C)c1S(=O)(=O)Nc1ccc(C(=O)N2CCN(c3ccc(F)cc3)CC2)cc1 | 3% | ? | -26%
O=C(CSc1nc(-c2ccco2)cc(C(F)(F)F)n1)Nc1cccnc1 | -4% | ? | 21µM*
Cc1c(C)c2ccc(OC(C)C(=O)NC3CCN(Cc4ccccc4)CC3)cc2oc1=O (stereo not given) | 1% | 18% | ?
CCN(CC)C(=O)NC1CC(=O)N(c2ccc(OC)cc2)C1 (stereo not given) | 0% | -21% | -8%
COc1cc2c(cc1OC)C(C(=O)N1CCOCC1)C(c1cccs1)N(C)C2=O (stereo not given) | 1% | -5% | -3%
Cc1cccc(S(=O)C(c2ccccc2)c2ccccc2)c1 (stereo not given) | . | ? | ?
CCOc1ccc(NC(=O)COC(=O)c2cc([N+](=O)[O-])ccc2N2CCOCC2)cc1 | . | -8% | -19%
O=C(Nc1ccccc1)c1ccc(N2CCN(c3ccccn3)CC2)c(S(=O)(=O)N2CCOCC2)c1 | 4% | -30% | -28%
C=CC[C@@H](CC(=O)N(CCO)Cc1ccccc1)C(=O)N[C@H](COC(=O)[C@@H](CC=C)Cc1ccc(F)cc1)Cc1c[nH]c2ccccc12 | 4% | ? | ?
O=C(/C=C\c1cccs1)c1c(O)ccc2ccc(=O)oc12 | 0% | ? | ?
COc1cc(C(=O)OCC(=O)Nc2ccc(C(C)=O)cc2)ccc1OCC(=O)N1CCOCC1 | 6% | 10% | 2%
COc1ccc(/C=N/n2c(SC)nnc(C(C)(C)C)c2=O)cc1 | 0% | -16% | 1%
O=C(CSc1nc(-c2ccco2)cc(C(F)(F)F)n1)NN1CCOCC1 | 3% | 0% | -5%
SMILES | TDP1 inh | DT40 TDP1 CPT | TDP1 cell noCPT
N=c1c(C(=O)NCC2CCCO2)cc2c(=O)n3ccccc3nc2n1Cc1ccccc1 (stereo not given) | 0% | -12% | 1%
COc1ccc(NC(=S)NCc2cccnc2)cc1OC | -1% | -5% | 0%
O=C(NCC(=O)N(c1ccccc1)C(C(=O)NCC1CCCO1)c1ccccc1)c1ccco1 (stereo not given) | 0% | 5% | -17%
Cc1ccsc1/C=C/c1n[nH]c(=O)c(C#N)c1C | 8% | 10% | 3%
O=C(Nc1cccc(Cl)c1)c1cc2c(=O)[nH]c3ccccc3c2s1 | 2% | -1% | -17%
COc1ccc(OCC(=O)NCC(c2ccc(OC)cc2)N2CCCCC2)cc1 (stereo not given) | 2%&0% | -16%&6% | 6%&-18%
Cc1ccccc1OCC(=O)N/N=C/c1ccc2c(c1)OCCO2 | -5% | ? | ?
CCn1c(-c2ccco2)nc2ccccc21 | 10% | -11% | ?
Cc1cccc(NC(=O)Cn2c(=O)n(CCC(=O)NC3CCCC3)c(=O)c3ccccc32)c1 | 5% | -14% | -26%
C=C1C2CC[C@]3(CCC4[C@@]5(C)CCC[C@@]4(CN(CCO)C5)[C@@H]3C2)[C@@H]1O (stereo not given in full) | 6% | -9%[9.04 µM] | -5%[9.04 µM]
COc1ccc(NC(=O)C2CCN(c3ncnc4c3nc3n4CCCCC3)CC2)cc1Cl | 1% | ? | -25%
O=C(Nc1ccc(Cl)cn1)c1ccccc1-c1ccccc1 | . | -10% | ?
c1ccc(-c2cc3c(-n4cccc4)ncnc3o2)cc1 | 2% | -30% | ?
CCCCNc1nc2c(-c3ccccc3)nnn2c2ccccc12 | -4% | -1% | -2%
O=c1cc(N2CCN(Cc3ccccc3)CC2)[nH]c(=O)n1-c1ccc(Br)cc1 | 10% | 1% | -16%
CCN(CC)CCN(C(=O)CCS(=O)(=O)c1ccccc1)c1nc2cc3c(cc2s1)OCO3 | 5% | 8.2µM* | 12µM*
CC(C)CCNC(=O)NC(=O)CSc1nnc(COc2ccccc2Cl)o1 | 0% | -20% | -4%
Cc1ccc(S(=O)(=O)NCCC(=O)NCc2ccco2)cc1 | -3% | -2% | -18%
